APP 5'UTR act = activators of APP 5'UTR luciferase reporter, primary screen, SH-SY5Y cells. SH-SY5Y APP 5'UTR luciferase reporter, luminescence; zero percent = DMSO vehicle wells. activation, % at 2 µM. 1% of 190,000 active. AID 1276, 2008;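 active = activation above a set limit, based on mean plus 3 SD of controls, cut at about 140% in these data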; also: values of inactives mirror those of a sister screen read the other way
STAT1 activator = STAT1 signaling activators, primary screen, cell-based, HTS, luciferase reporter; NIH 3T3 STAT1-luciferase reporter, IFN-gamma, luminescence; 100% = IFN-gamma alone, no compound; activation (% of control), % at 5.5 µM; 2.6% of 200,000 active;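 active = activation above the screen-wide mean activation plus 3 SD, cut at about 130% in these data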;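 also: raw ratio to IFN-gamma control signal so 100% means no change and 0% no light; values of inactives mirror those of a sister screen read the other way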
STAT3 act = IL-6 driven STAT3 reporter potentiators, primary screen, U3A cells, luciferase, luminescence, MLSCN library; 0.91% of 190,000 active; IL-6 STAT3-luciferase reporter; 100% = signal with IL-6 EC80 alone; activation (% of control), % at 5.6 µM; AID 871, 2007;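 active = activation above the screen-wide mean of compound activation plus 3 SD, cut at about 130% in these data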;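 also: 0% = background luminescence of wells with medium and substrate only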
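Material: human U3A cells carrying STAT3-luciferase construct. Measured by: reporter luminescence signal. Timing: compound 1 h, then IL-6 6 h at 37 °C.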
STAT3 blocker = IL-6 driven STAT3 reporter inhibitors, primary screen, U3A cells, luciferase, luminescence, MLSCN library. IL-6 STAT3-luciferase reporter; host cell line lacks STAT1. inhibition, % at 5.5 µM. 0.89% of 190,000 active. AID 862, 2007;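 active = inhibition above the mean inhibition across all screened compounds plus 3 SD, cut at about 44% in these data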;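 also: 0% = DMSO only wells and 100% = 100 µM nifuroxazide control wells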
STAT1 blocker = STAT1 signaling inhibitors, primary screen, cell-based, HTS, luciferase reporter | NIH 3T3 STAT1-luciferase reporter, IFN-gamma, luminescence | inhibition, % at 5.5 µM | AID 920, 2007 | 0.35% of 200,000 active;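 active = inhibition above a set limit, the mean inhibition across all tested compounds plus 3 SD, cut at about 34% in these data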;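 also: 0% = IFN-gamma with DMSO and 100% = IFN-gamma with 300 µM nifuroxazide; values of inactives mirror those of a sister screen read the other way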
Hsp70 act = Hsp70 transcriptional activators, primary screen, cell-based, HeLa, Hsp70 promoter luciferase, luminescence, 10 µM | activation, % at 10 µM | 0.04% of 200,000 active | HeLa Hsp70 promoter luciferase reporter; scaled: vehicle 0, proteasome-inhibitor control 100% | AID 1203, 2008;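 active = activation above the mean across all tested compounds plus 3 SD, cutoff set per campaign, cut at about 5.5% in these data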;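 also: 100% = MG132 at 30 µM as the positive control and 0% = DMSO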
NF-kB expr up = activators of NF-kB expression in neurons, primary screen, cell-based, HTS; human neuronal cells, NF-kB reporter expression; active compounds read high; fold change at 12.5 µM; 1.6% of 190,000 active; AID 1239, 2008; in the data active = fold change above about 3.3
DTT redox prof = compounds producing H2O2 with reducing agent – biochemical, NIH compound library profiling, artefact control for MLSCN library redox annotation, primary screen | AID 878, 2007 | 0.03% of 200,000 active | DTT-dependent redox cycling H2O2, phenol red/HRP absorbance; 100% = 100 µM peroxide control, 0% = buffer | activation, % at 10 µM;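 active = activation of at least 50% relative to the plate's high and low controls in the primary single-dose screen; inactive = activation below 50%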;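 also: compound incubated with DTT at 0.8 mM final as the reducing agent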
Efa HMGR inh = inhibitors of E. faecalis class II HMGR, primary screen, biochemical, Enterococcus faecalis | purified E. faecalis HMGR, NADPH absorbance 340 nm kinetic | inhibition, % at 10 µM | 0.41% of 190,000 active | AID 1066, 2008;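 active = inhibition above a set limit, the median over all tested compounds plus 3 SD, cut at about 9.5% in these data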;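 also: enzyme runs in reverse so mevalonate oxidation gives rising NADPH absorbance; 0% = complete reaction with DMSO and 100% = background rate lacking mevalonate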
TLR4 MyD88 comp = inhibitors of TLR4-MyD88 association in cells, primary screen, cell-based, HeLa CL3-4, BLA complementation, FRET ratio; inhibition, % at 8.4 µM; Toll-like receptor 4 (Homo sapiens) + Myeloid differentiation primary response protein …; HeLa CL3-4 TLR4/MyD88 BLA complementation; 0.18% of 200,000 active; AID 861, 2007; in the data active = inhibition above about 25%;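 also: 0% = vehicle and 100% = reference inhibitor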
Target sequence (O00206 whole entry, looked up): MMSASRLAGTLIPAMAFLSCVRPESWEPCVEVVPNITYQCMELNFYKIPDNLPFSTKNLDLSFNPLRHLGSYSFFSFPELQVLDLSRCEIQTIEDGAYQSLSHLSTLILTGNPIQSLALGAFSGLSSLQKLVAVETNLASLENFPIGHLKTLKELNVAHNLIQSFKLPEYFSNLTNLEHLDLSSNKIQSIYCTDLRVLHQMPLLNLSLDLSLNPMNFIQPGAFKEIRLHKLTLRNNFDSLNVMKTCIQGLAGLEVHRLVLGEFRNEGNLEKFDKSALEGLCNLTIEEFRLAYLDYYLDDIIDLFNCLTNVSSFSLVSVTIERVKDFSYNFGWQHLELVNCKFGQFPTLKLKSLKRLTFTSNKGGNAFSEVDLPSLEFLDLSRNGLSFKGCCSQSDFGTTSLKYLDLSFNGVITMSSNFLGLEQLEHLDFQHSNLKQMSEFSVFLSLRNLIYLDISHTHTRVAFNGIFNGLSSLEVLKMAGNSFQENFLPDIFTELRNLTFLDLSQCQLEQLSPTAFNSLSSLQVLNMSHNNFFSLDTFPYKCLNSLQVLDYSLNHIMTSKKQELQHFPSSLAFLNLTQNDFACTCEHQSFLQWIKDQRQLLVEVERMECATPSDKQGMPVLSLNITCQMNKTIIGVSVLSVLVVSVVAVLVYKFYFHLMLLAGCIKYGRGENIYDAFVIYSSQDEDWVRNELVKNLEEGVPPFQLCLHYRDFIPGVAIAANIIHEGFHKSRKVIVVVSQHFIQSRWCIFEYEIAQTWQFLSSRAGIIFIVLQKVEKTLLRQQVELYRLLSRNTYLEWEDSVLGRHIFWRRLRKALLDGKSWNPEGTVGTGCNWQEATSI
Target sequence (Q99836 whole entry, looked up): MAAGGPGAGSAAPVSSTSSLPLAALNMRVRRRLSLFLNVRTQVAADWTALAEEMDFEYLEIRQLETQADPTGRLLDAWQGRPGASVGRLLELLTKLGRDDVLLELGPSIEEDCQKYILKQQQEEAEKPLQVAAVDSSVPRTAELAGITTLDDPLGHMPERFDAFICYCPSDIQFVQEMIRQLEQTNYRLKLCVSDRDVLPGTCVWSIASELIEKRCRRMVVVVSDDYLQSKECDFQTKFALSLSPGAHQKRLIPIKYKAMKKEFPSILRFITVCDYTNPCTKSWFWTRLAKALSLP
Active calls of the source: *; · = not tested or not shown.

SMILES	APP 5'UTR act	STAT1 activator	STAT3 act	STAT3 blocker	STAT1 blocker	Hsp70 act	NF-kB expr up	DTT redox prof	Efa HMGR inh	TLR4 MyD88 comp
CCOc1cc(/C=C2\CCC/C(=C\c3cc(Cl)c(O)c(OCC)c3)C2=O)cc(Cl)c1O	-6.2	99.4	105.9	-2.8	0.7	1.1	1.07	6.1	-0.9	-7.8
CC(=O)NS(=O)(=O)c1cccnc1Nc1ccc(Cl)cc1	8.6	96.1	104.6	2.4	4.2	-0.3	1.18	0.1	-0.4	-0.6
Cc1cc(C)c2nc(SCC(=O)N3CCCCC3)c(C#N)cc2c1	-10.7	102.6	100.0	2.6	-2.8	-0.4	1.11	4.8	2.6	-5.2
COc1ccc(OC)c(NC(=S)NN2CCOCC2)c1	7.7	97.4	92.2	15.3	2.9	-0.2	0.93	0.8	-3.0	-13.8
O=C1C=C(NCc2ccccc2)c2ccccc2C1=O	-9.3	90.0	146.0*	-47.8	9.3	0.1	0.4	-0.3	-2.0	-8.3
CCOc1cccc2sc(N(CCCN(C)C)C(=O)Cc3ccccc3)nc12	6.7	102.9	103.1	0.2	-3.5	-0.2	1	-1.5	-2.3	7.6
CC(=O)NS(=O)(=O)c1ccc(N=c2ssc3c2-c2ccc(C)cc2NC3(C)C)cc1	-4.0	134.0*	100.1	2.5	-38.1	-0.5	1.61	1.3	-4.9	-5.3
COc1ccc(/C=N/NC(=O)CN(C2=NS(=O)(=O)c3ccccc32)c2ccccc2)cc1	9.7	98.2	95.3	7.7	2.0	-0.4	0.92	0.1	-4.4	7.7
C=COCCNC(=O)C(=O)NCC(C)C	-4.9	104.5	99.0	10.2	-6.2	-0.2	·	1.6	·	-4.3
COCCOc1nc2c(c(=O)n(C)c(=O)n2C)n1CCc1ccccc1	-8.9	99.9	94.8	11.4	0.1	-0.4	1.05	-0.2	-2.7	3.6
CC(=O)N(CCCCN1C(=O)c2ccccc2C1=O)c1ccc(C)cc1	11.8	98.0	98.4	3.5	2.2	0.5	0.79	1.7	-1.8	-7.6
O=C(NC(=S)Nc1nc2c(s1)CSc1ccccc1-2)c1ccccc1	-4.5	87.1	167.4*	-81.5	14.6	-0.4	1.22	-0.2	-3.9	1.3
Cc1ccc(CN2CCN(/N=C/c3ccc(C)s3)CC2)c(C)c1	0.9	107.0	102.9	-0.7	-8.0	-0.5	1.19	0.1	0.8	-3.4
Cc1sc(-c2ccncc2)nc1OC(=O)c1ccc(Cl)cc1	-4.8	93.7	95.1	9.8	6.9	-0.4	1.12	0.0	0.1	20.0
CCN(CC)CCCOc1ccc(C)cc1Br	·	93.8	107.9	-2.0	6.7	-0.7	1.04	0.0	0.9	-1.3
O=C(Cc1csc(N2CCOCC2)n1)N/N=C/c1cccc(O)c1	4.3	95.2	94.5	6.9	5.2	-0.3	0.8	0.2	3.9	-5.6
CC(C)N1CCC(=NNC(=O)c2ccccc2[N+](=O)[O-])CC1	-4.2	96.7	99.6	0.7	3.7	-0.2	1	-0.7	-1.9	1.0
CCc1cccc(NC(=O)C2CCN(S(=O)(=O)c3c(C)noc3C)CC2)c1	8.6	97.7	104.0	-3.3	1.3	-0.5	0.88	0.4	1.9	13.1
CSc1ccc(/C=C(/NC(=O)c2ccc(C)cc2)C(=O)Nc2cccc(C)c2)cc1	20.0	102.3	98.1	2.2	-2.6	-0.5	1.26	0.8	9.3	4.6
COC(=O)Cn1cnc2c(C#N)c3n(c2c1=O)CCCCC3	7.4	95.7	96.5	7.8	4.7	-0.4	1.1	0.9	-9.2	-5.1
CCCCn1c(SCC(=O)OC)nc2c1c(=O)n(C)c(=O)n2C	-12.8	95.4	87.7	24.3	5.1	-0.2	1.05	1.1	6.3	-0.7
CCCCC(=O)NC1(C(F)(F)F)C(=O)N(CC(C)C)C2=C1C(=O)CC(C)(C)C2 (configuration not stated)	3.5	107.0	108.0	-5.0	-7.8	-0.1	1.21	-4.8	-3.7	-11.9
CCOC(=O)C1CCN(C(=O)C2CCN(S(=O)(=O)N3CCCC3)CC2)CC1	0.2	92.2	97.0	8.1	8.6	0.1	1.23	2.3	0.5	3.6
O=C(CSc1nc2ccccc2n1CC(=O)NCc1ccccc1)NCc1ccco1	15.8	97.3	113.3	-9.6	2.9	-0.1	1.36	14.3	-7.5	0.7
CCN(CC)S(=O)(=O)c1cccc(NC(=O)C2SC(=Nc3ccc(C)cc3C)C(C(=O)NCC3CCCO3)=C2N)c1 (configuration not stated)	5.5	100.5	110.1	-11.9	-0.6	-0.5	1.13	0.3	1.8	-4.9
Cc1c(CN2CCCC(CO)(Cc3cccc(Cl)c3)C2)cnn1C (configuration not stated)	5.5	99.9	99.1	8.1	-2.0	0.7	0.97	-0.5	-2.7	2.2
CCOC(=O)C1(Cc2cccc(F)c2)CCN(C(=O)C2CCCO2)CC1 (configuration not stated)	20.3	99.4	102.7	2.0	-1.2	-0.1	0.96	-1.0	-0.2	-8.3
O=C(Nc1cccc(F)c1)c1cccc(S(=O)(=O)N2CCOCC2)c1	13.6	97.1	100.0	2.1	5.5	-0.3	0.94	0.5	1.9	0.0
c1ccc2c(c1)ncn2Cc1nnc2sc(-c3ccc4c(c3)OCO4)nn12	-13.4	97.0	99.9	3.9	3.2	-0.6	0.95	2.2	-2.4	-4.6
Cc1ccc([N+](=O)[O-])cc1NC(=O)c1ccc(CSc2ccccc2)cc1	-3.8	94.8	89.8	11.3	5.8	-0.3	0.94	1.0	-1.3	-0.2
COc1ccccc1NC(=O)NS(=O)(=O)c1ccc(C)cc1	6.9	89.2	97.7	3.9	6.9	-0.3	1.08	-0.3	-1.4	7.9
CCCC12CN3CCN(CC(C3)/C1=N\NC(=O)c1ccc(C(C)(C)C)cc1)C2	-7.2	98.1	101.1	-0.5	2.1	-0.2	0.95	-0.2	-3.5	4.5
NC(=O)c1cn(-c2ccccc2)nc1-c1cc2ccccc2oc1=O	13.3	101.6	98.4	7.6	-1.8	0.0	1	-0.3	-5.7	8.1
CCCCOc1ccc(-c2nnc(N)s2)cc1	25.4	125.9	97.5	6.5	-28.6	-0.1	2.08	0.3	-4.4	-1.5
CCN(Cc1ccccc1)C(=O)COC(=O)c1cc(S(=O)(=O)Nc2c(C)n(C)n(-c3ccccc3)c2=O)ccc1C	-9.0	104.0	102.2	2.3	-7.4	-0.1	1.23	0.0	0.7	-2.8
O=C(CSc1cccc2cccnc12)Nc1cccc(S(=O)(=O)N2CCOCC2)c1	6.1	94.2	104.7	0.4	5.8	-0.3	0.75	0.0	-5.2	9.5
CCCCc1ccc(NC(=O)CC(C)=O)cc1	-6.5	105.8	95.8	8.9	-6.3	-0.2	1.07	1.9	-0.9	3.1
CCN(CC)CCN1C(=O)c2ccccc2NC1c1cccc(F)c1 (configuration not stated)	12.0	99.3	106.2	-0.7	0.7	0.1	0.97	0.0	0.4	-0.9
O=Cc1s/c(=N\S(=O)(=O)c2ccccc2)n(CCCCl)c1Cl	-94.7	136.3*	101.4	0.7	-37.9	10.6*	0.12	0.4	1.1	30.1*
O=C(c1ccccc1F)N1CCCC(c2ccccc2)C1 (configuration not stated)	2.1	93.9	97.6	0.3	6.8	-0.2	1.51	-0.5	0.1	-2.9
CCOC(=O)/C=C/C(=O)Nc1ccc(S(=O)(=O)Nc2c(C)cc(C)cc2C)cc1	-32.4	105.0	100.2	-1.2	-5.6	-0.3	1.05	0.0	-0.2	-7.5
COc1ccc(N2CCN(c3ncnc4c3cnn4-c3ccc(C)cc3C)CC2)cc1	7.7	104.8	70.2	37.1	-1.5	-0.6	0.99	0.2	-7.9	-2.5
CC(C)CC(=O)NC(=S)Nc1ccc(S(=O)(=O)N2CCN(C)CC2)cc1	-9.3	104.0	106.0	-10.0	-4.5	-0.2	1.13	0.0	2.9	-0.8
CC(C)(C)NCC(O)COc1ccc(Br)cc1 (configuration not stated)	9.2	100.5	110.5	-7.3	-2.0	-0.4	1.07	-0.4	3.7	-9.0
Cc1ccc(-c2cccc(C(=O)NCCc3ccccc3)n2)c2ccccc12	-1.9	110.8	106.0	-10.1	-11.9	-0.2	1.15	2.7	2.6	3.4
CC(=O)c1ccc(NC(=O)C2CC(=O)N(Cc3ccccc3)C2)cc1 (configuration not stated)	26.8	127.9	109.7	-11.5	-38.5	-0.4	2.03	0.0	-3.9	3.4
COc1ccc(NS(=O)(=O)c2ccc(Cl)c(N)c2)cc1Br	11.6	85.1	96.8	3.8	16.0	-0.3	1.04	-2.3	-1.7	-4.2
CCOc1ccc2[nH]c(=O)c(CN(CCc3ccccc3)C(=O)N3CCCC3)cc2c1	5.1	101.6	100.7	9.4	-1.7	-0.4	1.04	1.3	-1.3	-14.7
CCCCC(=O)Nc1cc(C)c(NC(=O)c2cccs2)cn1	10.8	98.0	87.8	16.5	0.3	-0.1	1.09	-1.1	2.0	5.2
O=C(c1cc2ccccc2oc1=O)N(Cc1ccc2c(c1)OCO2)Cc1ccco1	13.6	103.4	98.3	8.0	-3.8	0.0	1.14	3.3	-1.7	-3.9
CCOCCCNC(=O)/C(C#N)=C/c1ccc(-c2ccc(S(=O)(=O)N3CCOCC3)cc2)o1	4.5	91.9	95.9	7.5	9.1	0.1	0.31	-0.4	-7.7	-4.0
Cc1nc(N2CCC(C)CC2)c2oc3ccccc3c2n1	-13.5	90.4	89.6	15.6	10.5	-0.1	0.95	-0.5	0.1	4.8
CC(=C/c1ccccc1)/C=C1/SC(N2CCOCC2)=NC1=O	39.8	123.2	97.6	12.9	-25.8	0.0	0.81	0.6	0.3	-15.6
O=C(CCC(=O)Nc1ccccc1)NNC(=O)c1ccco1	1.2	107.3	103.2	5.9	-5.3	-0.3	1.24	0.0	0.4	5.4
CCCc1cc(C(=O)N2CCN(S(=O)(=O)c3ccc(OC)c(OC)c3)CC2)cs1	-15.0	96.0	98.8	2.5	4.4	-0.3	0.61	0.5	-3.6	-0.9
COc1c(OC)c(O)c2c(=O)cc(-c3c(O)cccc3O)oc2c1OC	-9.8	107.2	·	·	-9.2	0.5	1.05	0.1	-6.0	9.1

Exported as comma-separated lines: entries from further up.
molecule,APP 5'UTR act,STAT1 activator,STAT3 act,STAT3 blocker,STAT1 blocker,Hsp70 act,NF-kB expr up,DTT redox prof,Efa HMGR inh,TLR4 MyD88 comp
Cc1ccc(-c2cccc(C(=O)NCCc3ccccc3)n2)c2ccccc12,-1.9,110.8,106.0,-10.1,-11.9,-0.2,1.15,2.7,2.6,3.4
CC(=O)c1ccc(NC(=O)C2CC(=O)N(Cc3ccccc3)C2)cc1 (configuration not stated),26.8,127.9,109.7,-11.5,-38.5,-0.4,2.03,0.0,-3.9,3.4

Bioassay records deposited in PubChem BioAssay by several laboratories.
